M5 PAM: human M5 muscarinic receptor positive allosteric modulators, primary screen, CHO-K1 cells, Fluo-8 calcium fluorescence; AID 624038, 2012; Muscarinic acetylcholine receptor M5 (Homo sapiens), P08912; activation, % at 3 µM; CHO-K1 hM5, ACh EC20 PAM; 0% = ACh EC20, 100% = ACh EC100; actives 0.3% (n = 360,000);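 active = activation above the run cutoff, the mean activation of all test compounds plus 3 SD, cut at about 18% in these data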
Target sequence (P08912 whole entry, looked up): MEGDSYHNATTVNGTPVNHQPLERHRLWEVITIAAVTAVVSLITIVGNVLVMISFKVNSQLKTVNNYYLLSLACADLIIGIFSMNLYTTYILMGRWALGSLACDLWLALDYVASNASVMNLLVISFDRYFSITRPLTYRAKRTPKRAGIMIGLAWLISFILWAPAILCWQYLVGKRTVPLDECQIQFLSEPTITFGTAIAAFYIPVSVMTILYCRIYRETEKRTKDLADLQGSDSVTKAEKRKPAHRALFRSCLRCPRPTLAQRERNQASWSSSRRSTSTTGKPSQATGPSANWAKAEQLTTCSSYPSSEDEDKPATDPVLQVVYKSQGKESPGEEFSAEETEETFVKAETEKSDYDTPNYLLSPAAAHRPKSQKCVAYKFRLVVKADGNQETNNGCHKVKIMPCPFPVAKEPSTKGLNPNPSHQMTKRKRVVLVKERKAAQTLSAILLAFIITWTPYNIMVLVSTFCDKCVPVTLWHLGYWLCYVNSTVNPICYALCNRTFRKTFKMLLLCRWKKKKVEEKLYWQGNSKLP
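Assay system – human M5 receptor in CHO-K1 cells · Read-out – % activation, ACh-normalized · Technique – Fluo-8 calcium fluorescence · Dosing – single-point, 3 µM nominal · Incubation – Fluo-8 loading 80 min at 37 °C plus 30 min room temperature · Repeats – singlicate, one well per test compound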
M5 antag: human M5 muscarinic receptor antagonists, primary screen, CHO cells, Fluo-8 calcium fluorescence; Muscarinic acetylcholine receptor M5 (Homo sapiens), P08912; CHO-hM5 cells, ACh EC80; inhibition, % at 3 µM; actives 0.59% (n = 360,000); AID 624040, 2012;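 active = inhibition above a per-plate cutoff, the mean of that plate's test compounds plus 3 SD, cut at about 27% in these data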;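 note: 0% = acetylcholine EC80 with DMSO and 100% = DMSO without agonist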
CHRM4 PAM: human M4 muscarinic receptor positive allosteric modulators, primary screen, CHO-K1 cells, Fluo-8 calcium fluorescence; Muscarinic acetylcholine receptor M4 (Homo sapiens), P08173; CHO-K1 hM4/Gqi5, ACh EC20; 0% = ACh EC20, 100% = maximal ACh; activation, % at 3 µM; actives 0.4% (n = 360,000); AID 624126, 2012;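 active = activation above its plate's cutoff, the mean activation of sample wells plus 3 SD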; note: some results filed as inactive read as strong as hits
CRFR2-BP antag: antagonists of CRF-BP/CRF-R2 complex, primary screen, cell-based, HEK293, calcium dye fluorescence, uHTS. CRF-induced calcium fluorescence. inhibition, % at 11.8 µM. actives 0.59% (n = 350,000). AID 588475, 2011;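 active = inhibition of the ligand-induced calcium signal above about 50% at the single tested concentration, limit read from the data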
M5 ag: human M5 muscarinic receptor agonists, primary screen, CHO-K1 cells, Fluo-8 calcium fluorescence; AID 624037, 2012; actives 0.19% (n = 360,000); CHO-K1 hM5 cells; 0% DMSO wells, 100% maximal acetylcholine response; activation, % at 3 µM;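 active = activation above the run's mean over test compounds plus 3 SD, cut at about 23% in these data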;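 note: signal is peak over basal fluorescence ratio across the kinetic read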
M4 antag: human M4 muscarinic receptor antagonists, primary screen, CHO cells, Fluo-8 calcium fluorescence; Muscarinic acetylcholine receptor M4 (Homo sapiens), P08173; CHO-hM4 cells, ACh EC80; inhibition, % at 3 µM; actives 0.73% (n = 360,000); AID 624125, 2012;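 active = inhibition above its plate's cutoff, the mean inhibition of sample wells plus 3 SD, cut at about 27% in these data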;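 note: 0% = acetylcholine EC80 with DMSO and 100% = DMSO without agonist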
M4 ag: human M4 muscarinic receptor agonists, primary screen, CHO-K1 cells, Fluo-8 calcium fluorescence. actives 0.14% (n = 360,000). activation, % at 3 µM. CHO-K1 hM4/Gqi5; vehicle 0%, full acetylcholine response 100%. Muscarinic acetylcholine receptor M4 (Homo sapiens), P08173;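 active = activation above the run mean over all test wells plus 3 SD, cut at about 32% in these data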;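 note: peak over basal fluorescence ratio per well then scaled between controls; 0% = DMSO wells and 100% = acetylcholine at EC100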
CRFR2-BP ag: agonists of CRF-BP/CRF-R2 complex, primary screen, cell-based, HEK293, calcium dye fluorescence, uHTS | actives 0.46% (n = 350,000) | AID 588473, 2011 | CRF-binding protein / CRF receptor 2 complex (human) | calcium dye fluorescence (FLIPR); percent of saturating CRF peptide response | activation, % at 13.2 µM;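 active = activation of at least 50%, plus an integration ratio under a set limit after plate pattern correction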;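 note: plate controls were neutral control wells without compound for no effect and CRF at EC100 for full effect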
IDE cell inh: human IDE inhibitors in live cells, primary screen, fluorescence polarization, HEK cells, FAbetaB substrate. Insulin-degrading enzyme (Homo sapiens), P14735. FAbetaB cleavage. inhibition, % at 5.59 µM. actives 0.41% (n = 320,000);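 active = percent inhibition above the average of all tested compounds plus 3 SD, set per screening campaign, cut at about 16% in these data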;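 note: IDE supplied by intact live HEK cells; FP after avidin binding of uncleaved biotin substrate so inhibition keeps polarization high; 0% = DMSO wells and 100% = 60 µM reference IDE inhibitor Ii1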
Numbers without * were called inactive; / = not tested or not shown.

SMILES	M5 PAM	M5 antag	CHRM4 PAM	CRFR2-BP antag	M5 ag	M4 antag	M4 ag	CRFR2-BP ag	IDE cell inh
CCOC(=O)N1CCC(N2Cc3cccc(C(=O)N4CCN(C5CCCCC5)CC4)c3C2=O)CC1	-1	0	2	-12	-1	-4	0	-2.0	2
NC(=S)N/N=C/c1cn(CCC(=O)O)nc1-c1cccc(Br)c1	-3	3	-7	5	0	0	0	-0.7	2
O=C(COC(=O)CCC(=O)c1ccc(F)cc1)Nc1ccc(Cl)cn1	-4	-4	8	-8	-3	0	2	0.2	-2
Cc1nn(-c2ccccc2)c(N)c1Sc1ccccc1[N+](=O)[O-]	-5	1	-2	-7	0	0	5	-4.1	1
CCN(CC)S(=O)(=O)c1ccc(Cl)c(NC(=O)COc2ccc(OC)cc2)c1	2	0	4	-8	-4	-6	1	2.4	4
Cc1ccc(S(=O)(=O)N(C)C)cc1NC(=S)NC1CCCC(C)C1C (stereo unspecified)	-13	8	-30	0	1	19	13	-0.7	7
Cc1ccc(C(c2sc3ncnn3c2O)N2CC(C)CC(C)C2)cc1 (stereo unspecified)	2	-5	4	-3	0	-14	1	1.1	3
CC(C)C(C)NC(=O)COc1ccc(Sc2ccc(OCC(=O)NC(C)C(C)C)cc2)cc1 (stereo unspecified)	-3	0	-1	-17	0	-2	2	4.2	1
CCC(=O)c1ccc(N2CCN(C(=O)c3ccccc3F)CC2)c(F)c1	-7	12	-3	7	1	4	12	-1.6	1
CC(=O)c1ccc(S(=O)(=O)Nc2ccc(S(=O)(=O)N3CCCCC3)cc2)cc1	-10	1	7	-1	1	-8	2	-0.1	1
Cc1ccc(SCC(=O)O/N=C(\N)c2ccncc2)cc1	4	0	2	-3	1	1	4	0.6	4
O=C(Nc1ncc(Cc2cccc(C(F)(F)F)c2)s1)c1ccc(-c2cccc([N+](=O)[O-])c2)o1	-7	5	-3	-11	0	4	0	0.5	5
O=S(=O)(c1ccc(Cl)nc1)N1CCC(Cc2ccccc2)CC1	6	-4	10	3	0	-23	1	3.9	1
CC(O)CCC(=O)NNC(=S)Nc1ccccc1 (stereo unspecified)	1	12	0	4	2	-1	1	-0.3	-2
O=C(NC1CC2CCCC(C1)N2S(=O)(=O)c1ccccc1)c1ccccc1 (stereo unspecified)	3	-3	2	25	-3	-15	5	-1.5	5
COc1ccc2c(c1)CC[C@@H]1[C@@H]2CC[C@]2(C)[C@@H](C(C)=O)C[C@@H]12	6	6	-5	-14	3	3	1	3.9	-3
CCOc1ccc(C(=O)NC(=S)Nc2cccnc2)cc1[N+](=O)[O-]	-14	26	0	-13	-4	-2	2	-0.6	2
CCCCn1c(N)c(N(CC)C(=O)CN2C(=O)NC(C)(c3ccccc3)C2=O)c(=O)[nH]c1=O (stereo unspecified)	2	6	5	-10	-1	4	0	0.6	3
CCOc1ccc(S(=O)(=O)Nc2ccc(Cl)cn2)c(C)c1C	-2	-4	3	14	-2	8	-1	0.1	7
CCc1cc(C(=O)NNC(=S)NC2CCCCC2)cs1	6	-13	0	-10	-1	4	1	1.3	-4

Retrieved by compound from the list above:
SMILES	M5 PAM	M5 antag	CHRM4 PAM	CRFR2-BP antag	M5 ag	M4 antag	M4 ag	CRFR2-BP ag	IDE cell inh
NC(=S)N/N=C/c1cn(CCC(=O)O)nc1-c1cccc(Br)c1	-3	3	-7	5	0	0	0	-0.7	2
CC(O)CCC(=O)NNC(=S)Nc1ccccc1 (stereo unspecified)	1	12	0	4	2	-1	1	-0.3	-2
CCC(=O)c1ccc(N2CCN(C(=O)c3ccccc3F)CC2)c(F)c1	-7	12	-3	7	1	4	12	-1.6	1
CCOc1ccc(S(=O)(=O)Nc2ccc(Cl)cn2)c(C)c1C	-2	-4	3	14	-2	8	-1	0.1	7
CCc1cc(C(=O)NNC(=S)NC2CCCCC2)cs1	6	-13	0	-10	-1	4	1	1.3	-4

Full records as entered above. Order of values: M5 PAM, M5 antag, CHRM4 PAM, CRFR2-BP antag, M5 ag, M4 antag, M4 ag, CRFR2-BP ag, IDE cell inh
`COc1ccc2c(c1)CC[C@@H]1[C@@H]2CC[C@]2(C)[C@@H](C(C)=O)C[C@@H]12` is listed with 6, 6, -5, -14, 3, 3, 1, 3.9, -3
`CC(O)CCC(=O)NNC(=S)Nc1ccccc1` (stereo unspecified) is listed with 1, 12, 0, 4, 2, -1, 1, -0.3, -2

Next entries
SMILES	M5 PAM	M5 antag	CHRM4 PAM	CRFR2-BP antag	M5 ag	M4 antag	M4 ag	CRFR2-BP ag	IDE cell inh
Nc1c(C(=O)CSc2nc(-c3ccccc3)cs2)c(=O)[nH]c(=O)n1C1CC1	-1	4	6	-6	5	-8	4	5.1	-2
CC(=O)Nc1nc2ccc(S(=O)(=O)N3CCCC3)cc2s1	3	2	0	0	-3	0	2	-0.5	-1
O=C(Cn1cnc2scc(-c3ccc(F)cc3)c2c1=O)N1CCOCC1	7	3	3	5	-2	5	1	-1.7	-1
Cc1cc2c(cc1C)CSC(c1ccc3ccccc3c1O)SC2	-7	0	-5	-20	0	4	2	-0.8	1
COc1ccc(C2Nc3ccccc3C(=O)N2c2ccccc2)cc1COc1ccccn1 (stereo unspecified)	1	3	0	14	1	3	1	1.6	3
CCC1C(=O)N=C(SCC(=O)Nc2nc3ccccc3s2)NC1=O (stereo unspecified)	-4	0	0	0	-2	2	2	-0.4	-2
C/C(=N/NC(=O)Cc1c(C)[nH][nH]c1=O)c1ccc(O)cc1	3	-8	4	21	-1	-5	1	-2.2	3
COc1ccccc1N1C(=O)C(Cl)=C(N2CCCC2)C1=O	7	0	0	10	3	-13	0	1.0	5
COc1ccc(NC(=O)C2(C)CCN2Cc2ccc(SC)cc2)cc1OC (stereo unspecified)	-5	-2	-1	/	-1	-5	3	/	/
O=C(CCN1CCOCC1)c1ccc(Br)cc1	-12	18	-11	-17	-1	-5	22	2.8	-3
NC(=O)c1c(NC(=O)c2cccs2)sc2c1CCCCCC2	-6	2	1	-41	15	-13	21	-0.3	4
CC1=NN(C(N)=S)C(=O)C1N=Nc1c(Br)cc(Br)cc1Br (stereo unspecified)	-8	14	0	36	-4	0	5	0.1	-3
O=C(COC(=O)/C=C/c1cccc(C(F)(F)F)c1)NC1CCCCCC1	8	0	18	-9	1	-4	2	0.5	6
O=C(Cc1ccccc1)Nc1cccc(N2CCCC2)c1	-3	7	-1	4	-2	3	1	1.8	2
CSCCC(NS(=O)(=O)c1ccc(C)cc1)C(=O)NCCc1c[nH]c2ccccc12 (stereo unspecified)	-2	2	1	4	-3	-5	6	-0.7	4
CCCCNS(=O)(=O)c1ccc(NC(=O)C2c3ccccc3Oc3ccccc32)cc1	4	5	8	42	2	-6	5	7.8	-1
CC1=NN(c2ccccc2)C(=O)C1C(=O)c1ccccc1 (stereo unspecified)	-4	9	3	-8	-1	5	1	-1.1	-1
COc1ccccc1Nc1nc(N)nc(CN2CCC(Cc3ccccc3)CC2)n1	-8	-1	-3	0	-4	-13	4	-1.1	0
N=c1n(CCCOc2ccc(Br)cc2)c2ccccc2n1CC(N)=O	-5	7	-5	-16	-12	3	1	-0.1	-1
COc1ccccc1C(=O)NNC1=NS(=O)(=O)c2ccccc21	4	-7	0	4	3	-3	1	1.2	-1
O=C(CCC1CCCCC1)NCCS(=O)(=O)N1CCN(c2ccccc2)CC1	-2	5	2	-4	-2	-10	6	0.7	0
O=C(Cc1ccsc1)OCC(=O)c1ccccc1	-4	1	4	3	-2	-7	0	-0.1	-1
CC1CCCC(NC(=O)COC(=O)Cc2ccsc2)C1C (stereo unspecified)	-6	-1	-1	0	-5	7	0	-1.8	-5
C[C@@H]1CN([C@H](C)CO)C(=O)c2cc(NC(=O)C3CCCCC3)ccc2O[C@@H]1CN(C)Cc1ccc(C(F)(F)F)cc1	5	0	1	0	-4	7	5	-0.6	0
O=C(CCc1ccccc1)NNC(=O)c1ccc(NC(=O)c2ccccc2)cc1	6	-7	-3	28	2	-6	1	0.0	1
CC(C)CC(=O)Nc1cc2c3c(c1)C(C)C(=O)N3CCC2 (stereo unspecified)	4	-6	-3	12	2	-12	4	-0.7	2

Screening data deposited in PubChem BioAssay by several laboratories.
